Rab7 wt GTP bind – dog Rab7 wildtype GTP binding, inhibitors and activators; actives 0.055% (n = 190,000); GTP binding activity (percent of control), % at 10 µM; GST-Rab7 beads, fluorescent GTP binding, flow cytometry; actives lie on both sides; untreated = 100%, excess cold GTP = 0%;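 active = fluorescent GTP binding to Rab7 beads changed by at least 20 points from the 100% baseline, either direction, mostly lower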;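 also: median green fluorescence of bound Bodipy-FL-GTP per Rab7 bead population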
Bim-Bcl-W – human Bim-Bcl-W interaction inhibition; Q92843; actives 0.02% (n = 190,000); inhibition, % at 10 µM; bead-based flow cytometry, Bim peptide-Bcl-W binding;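 also: 0% = bound tracer without compound and 100% = peptide blocker; higher means less fluorescent Bim peptide bound to Bcl-W beads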
Bfl-1 Bim block – disrupts Bim binding to human Bfl-1. Q16548. inhibition, % at 10 µM. Bead-based flow cytometry, Bim-Bfl-1 binding inhibition. AID 1008. actives 0.12% (n = 190,000);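 also: 0% = wells without compound plus tracer and 100% = blocker peptide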
Bim-Bcl-XL – inhibitors of Bim-Bcl-XL interaction, human | Q07817 | Bim peptide-Bcl-XL binding, bead flow cytometry, fluorescence | inhibition, % at 10 µM | actives 0.04% (n = 190,000)
Target sequence (Q07817 whole entry, looked up): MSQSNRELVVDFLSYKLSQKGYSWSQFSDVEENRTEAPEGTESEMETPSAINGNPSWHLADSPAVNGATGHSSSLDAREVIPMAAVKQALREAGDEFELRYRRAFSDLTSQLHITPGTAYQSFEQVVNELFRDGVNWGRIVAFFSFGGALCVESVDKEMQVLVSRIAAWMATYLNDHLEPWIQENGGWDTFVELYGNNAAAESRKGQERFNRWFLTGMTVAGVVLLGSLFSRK
Bcl-2 Bim block – human Bim-Bcl-2 interaction inhibition | actives 0.06% (n = 190,000) | AID 950 | Bead-based flow cytometry, Bim peptide-Bcl-2 binding | inhibition, % at 10 µM | P10415; in the data active = inhibition above about 40%;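 also: 0% = no compound wells with probe peptide and 100% = reference peptide inhibitor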
Target sequence (P10415 whole entry, looked up): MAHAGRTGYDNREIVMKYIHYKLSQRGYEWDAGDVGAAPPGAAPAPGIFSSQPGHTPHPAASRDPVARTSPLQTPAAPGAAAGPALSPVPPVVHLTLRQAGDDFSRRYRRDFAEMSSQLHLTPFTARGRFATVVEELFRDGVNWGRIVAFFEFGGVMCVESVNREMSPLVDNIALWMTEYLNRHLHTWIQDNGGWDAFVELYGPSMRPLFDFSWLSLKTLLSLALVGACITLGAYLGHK
Cdc42 wt – changes GTP binding to wildtype human Cdc42. GST-Cdc42 beads, Bodipy-GTP binding, flow cytometry; actives lie on both sides. percent activity (GTP binding), % at 10 µM. actives 0.2% (n = 190,000);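 active = percent activity GTP binding at least 20 points away from the 100% baseline, either down as inhibitor or up as activator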;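 also: median bead fluorescence of bound Bodipy-FL-GTP at 100 nM; 0% = excess unlabeled GTP control and 100% = no compound control; below 100% means less GTP binding so inhibitor and above means activator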
Target sequence (P60953 whole entry, looked up): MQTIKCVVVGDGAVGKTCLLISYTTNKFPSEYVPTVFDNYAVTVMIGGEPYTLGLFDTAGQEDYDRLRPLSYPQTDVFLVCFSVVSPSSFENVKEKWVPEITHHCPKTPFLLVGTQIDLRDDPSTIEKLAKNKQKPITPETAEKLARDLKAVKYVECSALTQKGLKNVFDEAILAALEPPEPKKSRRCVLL
Rac1 wt modul – human Rac1 wildtype GTP binding, inhibitors and activators; P63000; GST-Rac1 beads, fluorescent GTP binding, flow cytometry; actives lie on both sides; 0 = cold GTP competed, 100 = untreated; GTP binding activity (% of control), % at 10 µM; actives 0.27% (n = 190,000); AID 757;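 active = GTP binding activity at least 20 points away from the 100% control level, either lower or higher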
Rab2A wt mod – changes GTP binding to wildtype dog Rab2A, up or down. GST-Rab2 wt beads, Bodipy-GTP binding, flow cytometry. GTP binding activity, % at 10 µM. actives 0.19% (n = 190,000);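 active = GTP binding activity at least 20 points away from 100%, either lowered or raised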;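 also: 0% = beads with excess unlabeled GTP and 100% = no-compound control corrected for plate trend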
Bcl-B Bim block – disrupts Bim peptide binding to human Bcl-B. Q9HD36. bead-based flow cytometry. inhibition, % at 10 µM. actives 0.073% (n = 190,000). AID 951;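 also: 0% = tracer peptide without compound and 100% = reference inhibitor peptide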
Rac1 act GTP bind – human Rac1 activated mutant GTP binding change; GST-Rac1 activated beads, fluorescent GTP binding, flow cytometry; actives lie on both sides; 100% means binding = to untreated wells; percent activity (GTP binding), % at 10 µM; actives 0.11% (n = 190,000); AID 764;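 active = GTP binding at least 20 percentage points away from the 100% baseline, in either direction, so actives lie on both sides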
HRas wt GTP – modulators of GTP binding to human HRas wildtype; P01112; GST-Ras wt beads, Bodipy-FL-GTP binding, flow cytometry; actives lie on both sides; GTP binding activity, % at 10 µM; actives 0.14% (n = 190,000);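 active = GTP binding activity at least 20% away from the 100% baseline, either lowered as inhibitor or raised as activator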;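 also: 0% = unlabeled GTP competition control and 100% = no-compound control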
Target sequence (P01112 whole entry, looked up): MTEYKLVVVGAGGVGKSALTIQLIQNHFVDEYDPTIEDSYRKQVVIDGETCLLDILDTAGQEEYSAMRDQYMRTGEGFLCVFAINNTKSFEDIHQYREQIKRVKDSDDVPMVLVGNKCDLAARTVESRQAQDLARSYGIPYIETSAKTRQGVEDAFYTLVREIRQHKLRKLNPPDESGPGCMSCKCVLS
Starred values were filed as active, the others as inactive. Rule as the data show it, unless noted: active = inhibition above about 40%. Rows were taken by chance; about 0.62% have a hit in one of these screens.

entry	Compound	Rab7 wt GTP bind	Bim-Bcl-W	Bfl-1 Bim block	Bim-Bcl-XL	Bcl-2 Bim block	Cdc42 wt	Rac1 wt modul	Rab2A wt mod	Bcl-B Bim block	Rac1 act GTP bind	HRas wt GTP
1	O=C(O)c1ccc(S(=O)(=O)N2CCCCCC2)cc1	95	1	-10	-9	-6	100	100	97	-4	97	97
2	Cc1onc(-c2ccccc2Cl)c1C(=O)N1CCOC12CCN(c1cccc(F)n1)CC2	106	1	-2	0	0	102	101	101	0	100	100
3	CCOC(=O)C1CCCN(C(=O)CSc2ccccc2)C1 (stereo not given)	101	-3	-1	-5	-4	100	105	100	-9	97	100
4	CN(C(=O)c1cccc(Nc2ccc(-c3ccc4c(c3)OCCO4)nn2)c1)C1CCCCC1	98	-1	2	-2	0	92	95	91	-3	90	90
5	CC(=NCC1CCCO1)c1c(O)[nH]c(=O)[nH]c1=O (stereo not given)	98	-2	-1	-1	-4	100	98	97	0	97	98
6	CSc1nc2n(n1)C(c1cccs1)C1=C(CCCC1=O)N2 (stereo not given)	102	0	-3	0	-5	100	101	98	-3	98	99
7	O=C(Nc1ccc(F)cc1)C(Sc1nc2ccccc2[nH]1)c1ccccc1 (stereo not given)	102	-3	-12	-9	-18	98	106	100	-10	98	100
8	Cc1oc(=O)c(NC(=O)c2cccc(Cl)c2)cc1C(=O)c1ccccc1	100	-2	-13	-10	-8	99	107	98	-13	97	101
9	O=C(CSc1ncnc2ccccc12)N1CCCC1	96	-3	-10	-5	-8	101	101	100	-8	98	99
10	Cc1ccc(NC(=O)CSc2nnc(-c3cnccn3)n2Cc2ccco2)cc1C	94	0	-8	-12	-8	94	94	94	-5	94	94
11	CCCCCc1c(C)nc(NCc2ccccc2)[nH]c1=O	102	-4	-22	-6	-14	98	106	101	-9	100	101
12	O=C(NC1CC1)c1ccc(CS(=O)(=O)c2c(Cl)cccc2Cl)o1	98	0	-10	-4	-8	99	99	99	-8	96	97
13	O=C1CC(c2ccco2)CC(O)=C1C=Nc1cc(Cl)ccc1O (stereo not given)	94	-7	-3	-12	0	94	93	95	-3	95	94
14	COC(=O)C1=C(C)N(C(C)c2ccccc2)C(=O)/C1=C\c1ccco1 (stereo not given)	110	0	-3	-2	-1	103	105	101	-1	99	101
15	N#Cc1c(SCc2ccccc2)sc(C(=O)c2ccccc2)c1N	103	-1	-13	-5	-16	105	106	106	-10	102	104
16	O=C(CSc1nnc(-c2c[nH]c3ccccc23)o1)N(Cc1ccccc1)c1ccc(F)cc1	100	-5	-18	-10	-17	101	105	101	-6	100	101
17	COC(=O)C1=C(C)N(C)C(C)=C(C(=O)OC)C1c1ccc(C(=O)OC)cc1	100	0	-5	-1	-4	102	108	103	-3	99	103
18	COc1ccc(CNC(=O)CCS(=O)(=O)Cc2cccc(Cl)c2)c(OC)c1	107	3	-1	3	1	99	101	104	-1	98	100
19	Cc1ccc(C)c(SCc2noc(C(=O)NCC3CCCO3)c2C(=O)O)c1 (stereo not given)	93	0	-7	-5	-9	88	88	88	-8	88	91
20	COc1ccc(CNC(=O)C(c2ccco2)N(Cc2ccccc2)C(=O)Cc2cccs2)cc1 (stereo not given)	102	-3	-5	-10	-1	103	107	101	-7	98	105

Three compounds out of the list above, arranged by the number in Rac1 wt modul, descending.
entry	Compound	Rab7 wt GTP bind	Bim-Bcl-W	Bfl-1 Bim block	Bim-Bcl-XL	Bcl-2 Bim block	Cdc42 wt	Rac1 wt modul	Rab2A wt mod	Bcl-B Bim block	Rac1 act GTP bind	HRas wt GTP
18	COc1ccc(CNC(=O)CCS(=O)(=O)Cc2cccc(Cl)c2)c(OC)c1	107	3	-1	3	1	99	101	104	-1	98	100
1	O=C(O)c1ccc(S(=O)(=O)N2CCCCCC2)cc1	95	1	-10	-9	-6	100	100	97	-4	97	97
13	O=C1CC(c2ccco2)CC(O)=C1C=Nc1cc(Cl)ccc1O (stereo not given)	94	-7	-3	-12	0	94	93	95	-3	95	94

Following part
entry	Compound	Rab7 wt GTP bind	Bim-Bcl-W	Bfl-1 Bim block	Bim-Bcl-XL	Bcl-2 Bim block	Cdc42 wt	Rac1 wt modul	Rab2A wt mod	Bcl-B Bim block	Rac1 act GTP bind	HRas wt GTP
21	Cc1cc(NC(c2ccc(Cl)cc2)c2ccc3cccnc3c2O)no1 (stereo not given)	97	-3	7	-6	-2	104	101	102	-3	100	102
22	O=C(Nc1ccc(-n2cnnn2)cc1)C1CCC1	94	-1	-16	0	-5	98	98	97	-5	96	98
23	CCCCOC(=O)C1=C(C)Nc2ncnn2C1c1cccc(OC)c1 (stereo not given)	99	0	0	0	0	99	105	100	0	98	100
24	CCOc1cc(CNc2ncc(-c3ccc(OC)cc3)n2C)ccc1O	95	1	5	0	0	102	101	101	-2	99	103
25	COc1ccc(C(=O)OCC(=O)NCc2ccc3c(c2)OCO3)cc1[N+](=O)[O-]	96	-3	-7	-1	-4	99	99	93	-11	93	95
26	Cc1ccc(SCCC(=O)N(C)C)cc1	100	0	-7	-2	-6	105	110	104	-4	102	104
27	C/C=C(\C)CN1CCc2cc(OC)c(OC)cc2C1	97	-1	-22	-13	-11	105	109	102	-10	101	103
28	CCOc1ccc2c(c1)-c1c(ssc1=S)C(C)(C)N2C	94	4	-6	-3	-3	101	98	96	-10	97	100
29	N#CCCN(CCC#N)c1nnc(-c2ccccc2)s1	102	-2	-2	-3	-3	105	103	104	0	100	106
30	COC(=O)c1cn(C(=O)c2ccc(C)c(C)c2)c2ccccc12	96	0	-1	-3	0	100	109	99	-1	99	98
31	COc1cc(/C=C/C(=O)O)cc(S(=O)(=O)NCCCO)c1OC	101	0	-11	-3	-8	98	98	98	-6	92	101
32	CCOC(=O)c1ccc(NC(=O)CS(=O)(=O)c2cn(CC)c3ccccc23)cc1	100	4	-8	-3	-7	107	108	104	-6	102	104
33	COC(=O)c1sc(NC(=O)c2cccc([N+](=O)[O-])c2)c(C(N)=O)c1C	102	-1	4	-1	0	101	99	95	-14	96	98
34	Cc1cc(C(=O)NCCC2=CCCCC2)ccc1[N+](=O)[O-]	103	1	-5	0	0	97	96	99	-1	97	101
35	COC(=O)Nc1ccc(S(=O)(=O)N2CCCC(C(=O)N3CCCCC3)C2)cc1 (stereo not given)	103	0	-5	0	-1	97	99	96	-1	94	99
36	Cc1cccc(CC(=O)OCn2nnc3ccccc3c2=O)c1	100	0	-9	-1	-6	100	97	99	-7	94	98
37	CCCCNS(=O)(=O)c1ccc2nc(SCC(=O)c3ccc(C#N)cc3)[nH]c2c1	99	0	-7	-4	-8	99	101	100	-8	98	99
38	Cn1nc(-c2ccc(C(=O)Nc3cccc(Cl)c3)cc2)c2ccccc2c1=O	100	2	-7	-2	-4	100	102	100	-6	100	100
39	Cc1cc(C(C)(C)C)ccc1OCCN(C)C	98	0	-1	-3	0	101	103	101	-1	101	101
40	O=[N+]([O-])c1ccc(C[n+]2cccc3ccc4cccnc4c32)cc1	103	3	-1	0	1	96	101	101	2	96	103

Reformatted with values ahead of the structure: part of the list above.
#	Rab7 wt GTP bind	Bim-Bcl-W	Bfl-1 Bim block	Bim-Bcl-XL	Bcl-2 Bim block	Cdc42 wt	Rac1 wt modul	Rab2A wt mod	Bcl-B Bim block	Rac1 act GTP bind	HRas wt GTP	SMILES
26	100	0	-7	-2	-6	105	110	104	-4	102	104	Cc1ccc(SCCC(=O)N(C)C)cc1
27	97	-1	-22	-13	-11	105	109	102	-10	101	103	C/C=C(\C)CN1CCc2cc(OC)c(OC)cc2C1
28	94	4	-6	-3	-3	101	98	96	-10	97	100	CCOc1ccc2c(c1)-c1c(ssc1=S)C(C)(C)N2C

Next part:
entry	Compound	Rab7 wt GTP bind	Bim-Bcl-W	Bfl-1 Bim block	Bim-Bcl-XL	Bcl-2 Bim block	Cdc42 wt	Rac1 wt modul	Rab2A wt mod	Bcl-B Bim block	Rac1 act GTP bind	HRas wt GTP
41	c1csc(C(c2nnnn2C2CCCCC2)N2CCN(c3nc4ccccc4s3)CC2)c1 (stereo not given)	99	-16	-17	-19	-13	101	100	99	-24	99	101
42	CCOCCCNS(=O)(=O)c1ccc(NC(=O)N2c3ccccc3Sc3ccccc32)cc1	101	0	-12	0	-1	103	106	100	-5	102	102
43	COc1ccc2nc(NC(=O)CN(C)S(=O)(=O)c3cccs3)sc2c1	98	1	-9	-3	-5	98	101	98	-7	95	99
44	CCN(CC)S(=O)(=O)c1cccc(NC(=O)C(=O)c2c(-c3ccccc3)cc3ccccn23)c1	105	4	-7	2	-3	100	101	99	-1	95	100
45	CCCCOc1ccc(CC2CCC(=O)NC2=O)cc1 (stereo not given)	96	2	-2	0	0	96	98	95	0	94	98
46	CCCN=Cc1ccc(O)cc1	105	1	4	-1	3	90	94	97	0	93	97
47	CC(=O)c1c(C)[nH]c(C(=O)NCc2ccc(F)cc2)c1C	94	2	1	3	0	94	95	94	-3	95	94
48	O=C1NC(NS(=O)(=O)c2ccccc2)(C(F)(F)F)C(=O)N1Cc1cccnc1 (stereo not given)	101	0	-20	-5	-14	101	105	101	-8	99	102
49	NC(=O)[C@H](Cc1cc2ccccc2s1)NC(=O)[C@@H]1CC2(CC(c3cccc(NC(=O)[C@@H]4CCC(=O)N4)c3)=NO2)CN1C(=O)/C=C/c1c(F)cccc1Cl (stereo not given in full)	95	0	0	-2	0	99	97	98	1	96	97
50	COCCNC(=S)N/N=C(\C)c1ccc(Cl)c(Cl)c1Cl	102	-4	-7	-5	-5	94	99	94	-7	94	98
51	CCN1CCCc2cc(CN(CCN3CCOCC3)C(=S)Nc3ccc(C)cc3)ccc21	107	-4	-7	-4	-7	93	101	96	-5	96	99
52	Cc1ccc(NC(=O)Nc2nnc(Cc3ccc([N+](=O)[O-])cc3)s2)cc1C	100	-8	-14	-6	-9	100	104	98	-9	101	100

Reformatted with the structure last: part of the list above
entry	Rab7 wt GTP bind	Bim-Bcl-W	Bfl-1 Bim block	Bim-Bcl-XL	Bcl-2 Bim block	Cdc42 wt	Rac1 wt modul	Rab2A wt mod	Bcl-B Bim block	Rac1 act GTP bind	HRas wt GTP	mol
45	96	2	-2	0	0	96	98	95	0	94	98	CCCCOc1ccc(CC2CCC(=O)NC2=O)cc1 (stereo not given)
49	95	0	0	-2	0	99	97	98	1	96	97	NC(=O)[C@H](Cc1cc2ccccc2s1)NC(=O)[C@@H]1CC2(CC(c3cccc(NC(=O)[C@@H]4CCC(=O)N4)c3)=NO2)CN1C(=O)/C=C/c1c(F)cccc1Cl (stereo not given in full)
42	101	0	-12	0	-1	103	106	100	-5	102	102	CCOCCCNS(=O)(=O)c1ccc(NC(=O)N2c3ccccc3Sc3ccccc32)cc1
46	105	1	4	-1	3	90	94	97	0	93	97	CCCN=Cc1ccc(O)cc1
